PMI inhibitors: MPI enzyme activity inhibition – biochemical, fluorescence intensity, coupled assay, primary screen (AID 1209). purified PMI enzyme, coupled fluorescence intensity; higher % means a stronger effect. 0.42% of 190,000 active. inhibition, % at 20 µM; hits with a dose series show IC50 in µM;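 note: plate controls were DMSO vehicle for no effect and wells lacking substrate for full effect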
P. falciparum M17LAP: P. falciparum M17LAP inhibitors, primary screen, biochemical, fluorogenic H-Leu-NHMec substrate, 1536-well (AID 1619). recombinant M17LAP, H-Leu-NHMec fluorogenic kinetic assay; higher % means a stronger effect. 0.38% of 220,000 active. inhibition, % at 30 µM; hits with a dose series show IC50 in µM;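 active = compound inhibiting the enzyme by more than half at any dose during confirmatory dose-response retesting; inconclusive = strong single-dose inhibitors picked by rank but not retested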;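 note: plate controls were full reaction with DMSO carrier for no effect and no enzyme background for full effect; strong numbers were not always called active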
P. falciparum M1AAP: P. falciparum M1AAP inhibitors, biochemical, fluorogenic H-Leu-NHMec substrate, 1536-well (AID 1445); recombinant M1AAP, H-Leu-NHMec fluorogenic kinetic assay; higher % means a stronger effect; inhibition, % at 30 µM, or IC50 in µM where a hit was titrated; 0.42% of 220,000 active;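 active = primary inhibition above the hit cutoff, then over 50% inhibition at one or more dose response concentrations, cut at about 23% in these data, passing the limit was not always enough; inconclusive = conflicting primary data, or primary hits not chosen for dose response; inactive = low primary inhibition, or under 50% at every dose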;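 note: plate controls were DMSO full reaction for no effect and no enzyme background for full effect; strong numbers were not always called active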
West Nile antiviral: West Nile virus antiviral activity, cell-based, CPE readout (AID 1621); West Nile virus-infected cells, CPE inhibition; higher % means a stronger effect; CPE inhibition, % at 10 µM; hits with a dose series show IC50 in µM; 0.02% of 290,000 active; in the data active = a potency from the dose series; inconclusive = CPE inhibition mostly from about 3.7% at the one dose, without a potency; inactive = the rest, 99 in 100 with CPE inhibition below about 2.2%; note: strong numbers were not always called active
K1F lysis inhibition: protection from phage-mediated lysis, alamar blue read-out – E. coli UTI89, K1F phage, bacterial capsule biogenesis inhibitors (AID 488966); E. coli UTI89 K1F phage lysis, alamar blue, 2 h; higher % means a stronger effect; inhibition, % at 100 µM; hits with a dose series show IC50 in µM; 0.02% of 340,000 active;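 active = phage lysis inhibition, versus mean bacterial control, above a set limit; inconclusive = no clear call, values can overlap the other calls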;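 note: capsule biogenesis inhibitors block K1F phage lysis so surviving cells raise fluorescence; higher fluorescence means more inhibition of phage lysis; actives were called in the ten point dose series up to 300 µM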
T cell modulator: modulates CD8 T cell binding to vesicles | 2C CD8+ T cell-vesicle binding, flow cytometry; active compounds read low | calls only at 7 µM | 0.068% of 330,000 active;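 active = response, share of CD8 T cells binding vesicles, and their 90th percentile fluorescence all below set limits, cut at about 80% in these data, passing the limit was not always enough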
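Assay system – 2C mouse CD8+ T cells · Also added – QL9-loaded Drosophila micro-vesicles · Timing – Cell–vesicle co-incubation 1.5 h at 37 °C, staining 20 min on ice · Signal – flow cytometry of vesicle-bound cells · Measure – percent CD8+ FL2 mean versus row control · Controls – Peptide-free naked vesicles (low) and QL9 vesicles with 0.7% DMSO vehicle (high)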
TNAP activators: human TNAP enzyme activators, primary screen, biochemical, luminescent, no phosphate acceptor, uHTS (AID 1001) | purified TNAP, luminescent activation assay, no phosphate acceptor; higher activation fold means a stronger effect | activation fold at 20 µM, or EC50 in µM where a hit was titrated | 0.03% of 200,000 active; in the data active = activation fold from about 3, or a potency from the dose series; inactive = the rest, 99 in 100 with activation fold below about 1.6; note: many of its hits are not listed in these tables
RSV antiviral HEp-2: inhibition of RSV-induced cytopathic effect – HEp-2 cells, primary 10 µM value included (AID 2391); HEp-2 cells, RSV-induced CPE inhibition; higher % means a stronger effect; CPE inhibition, % at 10 µM, or IC50 in µM where a hit was titrated; 0.13% of 310,000 active; in the data active = a potency from the dose series; inconclusive = CPE inhibition mostly from about 23% at the one dose, without a potency; inactive = the rest, 99 in 100 with CPE inhibition below about 21%; note: strong numbers were not always called active
human PMI inhibitors: MPI inhibition at elevated mannose 6-phosphate – biochemical, fluorescence intensity, high mannose 6-phosphate, primary screen (AID 1220); 0.66% of 190,000 active; inhibition, % at 20 µM; hits with a dose series show IC50 in µM; recombinant PMI enzyme, coupled fluorescence intensity; higher % means a stronger effect
T cell modulator vesicle-bound %: also measured in T cell modulator; calls as there; double positive events, %; measured here: CD8+ vesicle-bound cell fraction;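 binding gate set so that unloaded-vesicle control wells show 10% double positive cells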
Active calls of the source: *; i = inactive; ? = inconclusive; nt = not tested or not shown; [ ] = dose if it differs, or a comment. Cut-off read from the data, not from the text of the source, unless noted: active = inhibition above about 50%; inactive = the rest.

SMILES	PMI inhibitors	P. falciparum M17LAP	P. falciparum M1AAP	West Nile antiviral	K1F lysis inhibition	T cell modulator	T cell modulator vesicle-bound %	TNAP activators	RSV antiviral HEp-2	human PMI inhibitors
CCOc1cc(S(=O)(=O)NCc2ccccc2)ccc1Br	19%	2%	3%	-0.8%	1.2%	i	50	1.1	0.5%	15%
Cc1ccc(Cn2nc(C)c(NC(=O)CCCn3nc([N+](=O)[O-])c(Cl)c3C)c2C)cc1	6%	14%	-2%	-1.4%	0.2%	i	55	1.1	3.3%	-1%
Cc1cc(C(=O)CSc2nnnn2-c2ccc(Cl)cc2)c(C)n1CC1CCCO1 (stereo not drawn)	10%	-3%	0%	?	3.0%	i	27	1.2	0.7%	9%
COc1ccccc1-n1c(C)cc(/C=C2\C(=N)N3N=C(CC(=O)N4CCOCC4)SC3=NC2=O)c1C	nt	nt	nt	0.6%	0.1%	i	14	nt	24µM*	nt
CC(C)NC(=O)NC(=O)CN1C(=O)NC2(CCc3ccccc3C2)C1=O (stereo not drawn)	nt	nt	nt	0.6%	0.3%	i	35	nt	2.2%	nt
CC(C)CNC(=O)COC(=O)C1c2ccccc2Oc2ccccc21	nt	nt	nt	0.1%	0.2%	i	21	nt	-2.1%	nt
O=C(COc1ccc(-n2ccnc2)cc1)Nc1cccc(F)c1	nt	2%	7%	0.3%	0.9%	i	33	nt	-0.9%	nt
O=[N+]([O-])c1ccc(SCc2ccncc2)nc1	nt	nt	nt	-0.9%	-0.1%	i	41	nt	0.7%	nt
Cc1ccc(C(=O)N/N=c2\oc3ccccc3cc2C(N)=O)cc1	nt	nt	nt	-0.3%	-0.3%[50 µM]	i	4	nt	2.2%	nt
COCC(=O)Nc1nc2n(n1)C(c1ccccc1)CC(c1ccc(OC)cc1)N2 (stereo not drawn)	3%	-106%	15%	0.8%	-0.1%	i	11	1	0.9%	5%
COc1ccc(-c2csc3nc[nH]c(=O)c23)cc1OC	nt	nt	nt	-0.1%	2.0%[50 µM]	i	9	nt	1.1%	nt
CCn1c(=O)c(CCC(=O)N2CCN(c3ccccn3)CC2)c(C)c2c(C)nn(-c3cccc(C)c3)c21	nt	nt	nt	1.1%	0.5%	i	12	nt	?	nt
COc1ccc(N2CCN(C(=O)c3ccc(CNS(=O)(=O)c4cc(C)ccc4C)cc3)CC2)cc1	nt	nt	nt	-1.2%	-0.3%[50 µM]	i	62	nt	2.3%	nt
C=CCn1c(=O)c(C(=O)Nc2cc(C)ccn2)c(O)c2ccccc21	nt	nt	nt	-1.1%	-0.3%	i	17	nt	1.2%	nt
CCc1cccc(NC(=O)c2ccc(CNc3c(N4CCCC4)c(=O)c3=O)cc2)c1	nt	1%	7%	0.2%	1.2%[50 µM]	i	24	nt	1.1%	nt
COc1cccc(C(c2nnnn2Cc2ccc(F)cc2)N2CCC(C(N)=O)CC2)c1OC (stereo not drawn)	8%	0%	5%	0.1%	0.4%	i	10	1.1	1.4%	-6%
CCn1c2ccccc2c2cc(C3N=C(N)Nc4nc5ccccc5n43)ccc21 (stereo not drawn)	3%	-2%	-14%	-0.6%	1.1%	i	12	1.1	-0.3%	-1%
O=C(N/N=C/c1ccccc1)c1[nH]ncc1Br	2%	1%	5%	1.3%	-2.0%	i	60	1.6	-1.4%	2%
O=C(CCCc1c[nH]c2ccccc12)NCc1cccs1	8%	2%	1%	0.4%	-0.2%	i	2	1.1	0.8%	13%
Cc1occc1C(=O)Nc1cccnc1	-1%	-3%	9%	0.0%	0.0%	i	42	1.1	1.1%	-2%
COCCCN(CCNC(=O)c1ccc(NC2=NC3CS(=O)(=O)CC3S2)cc1)Cc1ccco1 (stereo not drawn)	nt	nt	nt	0.8%	2.7%	i	36	nt	2.1%	nt
CC1CCN(C(=O)CCc2ccc(S(=O)(=O)NC(C)(C)C)cc2)CC1	-9%	20%	2%	-0.8%	2.4%	i	30	1.2	1.2%	-9%
Cc1cc(NS(=O)(=O)c2ccc(NC(=O)c3ccc(Cl)cc3[N+](=O)[O-])cc2)no1	nt	nt	nt	0.5%	1.0%	i	10	nt	1.3%	nt
C#CCN1C(=O)C2(OCCO2)c2ccccc21	nt	nt	nt	-0.6%	-0.3%	i	64	nt	-0.2%	nt
CCOC(=O)c1cccc(P(C)(C)=O)c1	7%	-10%	1%	0.2%	1.3%[50 µM]	i	51	1.2	1.4%	-3%

Remaining list, next part.
SMILES	PMI inhibitors	P. falciparum M17LAP	P. falciparum M1AAP	West Nile antiviral	K1F lysis inhibition	T cell modulator	T cell modulator vesicle-bound %	TNAP activators	RSV antiviral HEp-2	human PMI inhibitors
COc1ccc(C)cc1NC(=O)c1cccc(-c2ccc(OC(C)=O)cc2)c1	nt	nt	nt	-0.4%	0.7%	i	45	nt	11%	nt
COc1cc(-c2nc3cnccc3n2C)cc(OC)c1OC	5%	10%	9%	0.1%	1.7%	i	1	1.2	-0.2%	5%
O=C(NCc1nc(-c2ccc(C(F)(F)F)cc2)no1)c1cccs1	nt	0%	4%	0.1%	-0.6%	i	36	nt	18%	nt
CCCCOC(=O)C1CCC[C@@H](C)N1 (stereo partly drawn)	-10%	4%	8%	0.3%	-0.1%	i	33	1	1.0%	6%
C/C(=N\NC(=O)OC(C)(C)C)c1cccc([N+](=O)[O-])c1	13%	-10%	8%	-0.3%	1.1%[50 µM]	i	7	1	1.5%	8%
COc1cc(OC)cc(-c2nc3ccccc3c(=O)n2OC(=O)c2ccc(C)c(C)c2)c1	14%	-14%	6%	1.1%	-0.1%	i	39	1.2	2.2%	-1%
CC(=O)Oc1ccccc1C(=O)Oc1ccc(/C=N/n2cnnc2)cc1	-1%	6%	-2%	0.7%	-0.1%	i	28	1.1	-1.2%	-5%
CCOc1ccc(NC(=O)CNC(=O)c2ccc([N+](=O)[O-])cc2)cc1	8%	5%	6%	0.0%	0.5%	i	28	1	0.4%	13%
C=CCNC(=O)c1ccc(NC(=O)C2=CSCCO2)cc1	nt	nt	nt	0.3%	0.6%	i	11	nt	1.4%	nt
Cc1ccccc1NC(c1cccc(Cl)c1)c1nnnn1C1CCCCC1 (stereo not drawn)	8%	4%	-3%	1.2%	0.0%	i	31	1.1	1.1%	-5%
Cc1ccc(S(=O)(=O)N(C)Cc2nc(-c3ccccn3)no2)cc1	-2%	-1%	5%	-0.4%	0.2%	i	58	1.1	1.0%	-4%
CC(=O)NC1(C(F)(F)F)NC(=O)N(CCc2ccccc2)C1=O (stereo not drawn)	nt	nt	nt	-0.7%	0.1%	i	29	nt	1.5%	nt
O=C(CCCN1C(=O)/C(=C\c2ccccc2)SC1=S)Nc1ccc(C(=O)O)cc1	nt	nt	nt	-0.9%	-0.2%	i	34	nt	-2.0%	nt
COc1ccc(COCC(O)CN2CC(C)OC(C)C2)cc1OC (stereo not drawn)	1%	-1%	-4%	-0.3%	4.6%	i	36	1.1	1.0%	0%
Cn1c(=O)c(/C=C/c2ccc(F)cc2)nc2ccccc21	4%	0%	0%	-1.2%	0.4%	nt	nt	1	nt	7%
NC(=O)CC(NC(=O)Cc1ccc(Br)cc1)c1ccc(NC2CCC2)c([N+](=O)[O-])c1 (stereo not drawn)	nt	4%	9%	-0.3%	1.2%	i	39	nt	-0.9%	nt
CC(C)=C(NC(=O)c1ccccc1)C(=O)NCCCC(=O)O	-4%	-11%	-8%	0.3%	1.3%	i	52	0.9	3.0%	-5%
COc1ccc(CCn2c(=N)c(S(=O)(=O)c3ccc(C)cc3)cc3c(=O)n4ccccc4nc32)cc1	nt	nt	nt	0.3%	0.1%	i	51	nt	3.8%	nt
Cc1cccn2c(CN(C)CC3CCCCO3)c(C(=O)N3CCCCC3)nc12 (stereo not drawn)	7%	-11%	-1%	-0.6%	0.4%	i	31	1.1	0.4%	4%
COc1ccc(C(=O)N/N=C/c2cccc3cccnc23)cc1	-20%	-11%	-9%	nt	0.1%	i	49	0.8	-1.6%	-16%
CCOC(=O)C1CCN(C2=NC(=O)/C(=C/c3ccc(OC)c(OC)c3)S2)CC1	nt	nt	nt	-0.7%	-1.3%[50 µM]	i	31	nt	8.1%	nt
CCOC(=O)Cc1csc(NC(=O)c2cnc3scc(C)n3c2=O)n1	nt	nt	nt	-0.2%	0.1%	i	34	nt	4.6%	nt
Cc1ccc(-c2[nH]c3ccccc3c2SCCN)cc1	nt	3%	6%	-1.1%	0.6%[50 µM]	i	8	nt	-1.9%	nt
O=C1C2C(C(=O)N1CCc1ccccc1)C1C=CC2C12CC2 (stereo not drawn)	22%	-2%	4%	-0.9%	3.6%	i	10	1.1	0.8%	10%
Cc1[nH]c(=O)[nH]c(=O)c1S(=O)(=O)N1CCCC(C(=O)NCCc2ccccc2)C1 (stereo not drawn)	1%	22%	-4%	0.0%	0.8%[50 µM]	i	11	1.1	0.6%	-1%

Going on with the list:
SMILES	PMI inhibitors	P. falciparum M17LAP	P. falciparum M1AAP	West Nile antiviral	K1F lysis inhibition	T cell modulator	T cell modulator vesicle-bound %	TNAP activators	RSV antiviral HEp-2	human PMI inhibitors
C(=N\Nc1nc(-c2ccccc2)cs1)/c1ccncc1	2%	-12%	0%	-1.6%	1.3%	i	56	1.1	6.0%	-1%
O=C(CC(C(=O)O)P(=O)(c1ccccc1)c1ccccc1)c1ccc(Br)cc1 (stereo not drawn)	nt	8%	1%	0.1%	1.5%[50 µM]	i	53	nt	1.8%	nt
CC(C)(C)NC(=O)CN(C(=O)CCC(=O)Nc1nccs1)c1cccc(C(F)(F)F)c1	nt	nt	nt	-1.6%	1.4%	i	44	nt	0.6%	nt
Cc1ccc(C(=O)N/C(=C/c2ccco2)C(=O)NCC2CCCO2)cc1 (stereo not drawn)	11%	15%	2%	-0.2%	-0.8%	i	48	1.2	1.4%	22%
COc1cc(C2CC(=O)c3c(ccc4ccccc34)N2)ccc1O (stereo not drawn)	11%	9%	4%	0.0%	-0.4%	i	47	1.1	17%	15%
Cc1ccc(S(=O)(=O)N(C)C)cc1NC(=O)Cn1c(CN2CCOCC2)nc2ccccc2c1=O	-6%	5%	2%	-0.3%	-0.3%	i	7	1.2	-0.4%	-4%
Cc1nc(Cl)cc(N/N=C/c2ccc(O)cc2O)n1	nt	nt	nt	-1.7%	6.8%	i	54	nt	0.2%	nt
Cc1nc2ccccc2n1CCc1nc2c3ccccc3nc(SCC#N)n2n1	-4%	-14%	3%	nt	nt	i	21	1.1	0.9%	-3%
